# Screening results: PubChem BioAssay, National Center for Advancing Translational Sciences (NCATS)
# N370S GC – N370S glucocerebrosidase modulation, Gaucher chaperone candidate. P04062. N370S GC spleen homogenate, 4MU-glucoside fluorescence. Potency, µM (titrated, usually from 59.4 µM), inactives show at the highest dose activity change, negative = inhibition, hits mostly inhibitors. 0.092% of 330,000 active;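 note: 0% = full enzyme activity and -100% = no enzyme basal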
# FEN1 inhibitor – human FEN1 inhibition; Potency, µM (top dose mostly 114 µM), for inactives: top-dose activity change, negative = inhibition, most hits filed as inhibitors; 0.35% of 390,000 active; P39748; Recombinant FEN1 flap cleavage, fluorescence, 15 min; note: nearly all actives have a fitted effect of over 65% in size
# Target sequence (P39748 whole entry, looked up): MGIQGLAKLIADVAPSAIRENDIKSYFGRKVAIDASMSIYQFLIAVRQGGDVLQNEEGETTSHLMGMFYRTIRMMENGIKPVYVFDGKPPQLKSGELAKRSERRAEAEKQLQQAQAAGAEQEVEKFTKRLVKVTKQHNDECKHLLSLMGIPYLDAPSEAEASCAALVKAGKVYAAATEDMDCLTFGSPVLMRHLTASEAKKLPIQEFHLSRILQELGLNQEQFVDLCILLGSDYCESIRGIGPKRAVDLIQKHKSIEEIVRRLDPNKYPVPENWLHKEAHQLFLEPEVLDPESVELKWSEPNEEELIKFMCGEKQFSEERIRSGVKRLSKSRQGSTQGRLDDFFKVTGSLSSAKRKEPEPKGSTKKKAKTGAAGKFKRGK
#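 In this screen, 50 nM flap DNA substrate was added to 10 nM FEN1 pretreated with compound for 15 min at room temperature; cleavage was followed with reads at 0 and 15 min, and Hill fitting gave concentration–response parameters.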
# KAT2A inh – inhibitors of human GCN5L2 histone acetyltransferase; 0.21% of 390,000 active; Potency, µM (top dose mostly 58.9 µM), for the others: at the top dose activity change, negative = inhibition, most hits filed as inhibitors; AID 504327; Q92830; GCN5L2 HAT assay, ThioGlo1 CoA-SH fluorescence
#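 Preincubate 20nM GCN5L2 with compound 15 min, RT → add 50uM ThioGlo1 + 75uM H3(1-25) + 70uM acetyl-CoA → read fluorescence 0 and 20 min. Primary qHTS; fluorescent artifacts likely.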
# The depositor's hits bear a star; u = inconclusive; x = no result given; & = joins results of further samples; [ ] = dose if it differs, or a comment. Calls come from the whole dose curve; as a rule, active = well fitted curve in the direction sought with a large enough effect; inconclusive = small, poorly fitted or top-dose-only effect, or another doubt; inactive = no such curve, though single readings can be large; an effect the other way counts as inactive or inconclusive. Unless noted, % is set by controls: 0 for no effect and ±100 for the full control effect; potency is the fitted concentration of half-maximal effect. Not all compounds are listed; count on the stated rates, not on these rows.
# Values in the order: KAT2A inh | FEN1 inhibitor | N370S GC
> O=C(CCC(=O)NC1CC1)Nc1nnc(C2CCCCC2)s1
    -4% | 6% | 0%
> CC1(Cc2ccc3c(c2)OCO3)NC(=O)NC1=O (stereo unspecified)
    -3% | 3% | 0%
> C/C(=N\N(C)C)c1ccc(OCCOc2ccc([N+](=O)[O-])cc2)cc1
    -8% | -5% | 0%
> Cc1cc2c(cc3c(SCc4ccc(Cl)cc4)nnc(C)n32)o1
    -13% | -20% | x
> CC(C)c1ccc(-n2cnn(-c3ncccc3[N+](=O)[O-])c2=O)cc1
    7% | 5% | 5%
> O=C(Nc1cccc(S(=O)(=O)N2CCOCC2)c1)c1cc2ccccc2o1
    0% | -6% | -3%
> Cc1ccc2oc(-c3ccccc3)cc(=O)c2c1
    -14% | x | 13%
> COc1ccc(NC(=O)c2c[nH]c(=O)n(-c3ccc(C)c(C)c3)c2=O)cc1OC
    -7% | 0% | 5%
> C/C(=N\NC(=O)CCn1nnc2ccccc21)c1cccs1
    0% | -7% | 24%
> Cn1c(CNc2ccc(Cl)cc2)nc2ccccc21
    -1% | -6% | 7%
> O=C(Nc1ccccc1N1CCOCC1)c1ccccc1NS(=O)(=O)c1ccc(F)c(F)c1
    -6% | 1% | 13%
> COc1ccc(S(=O)(=O)N2Cc3ccccc3CC2C(=O)Nc2ccc(O)cc2)cc1OC (stereo unspecified)
    -3% | -21% | -2%
> O=C1/C(=C/c2cccnc2)CCc2c1[nH]c1ccccc21
    -2% | 0% | 17%
> O=C(O)c1nn(-c2ccccc2C(F)(F)F)cc1O
    -7% | -4% | 6%
> CCOc1c2ccc(C(=O)NCC34CC5CC(CC(C5)C3)C4)cc2nn1CC
    -19% | -4% | 4%
> Cc1cc2nc(-c3ccc(NC(=O)C(C)C)cc3)oc2cc1C
    2% | -6% | 1%
> COc1ccc(CNC(=O)[C@H](C)NC(=O)[C@@H]2Cc3ccccc3CN2)cc1
    -7% | 19% | 5%
> C=C(C)c1cccc(C(C)(C)NC(=O)N2CCN(c3ccccc3)CC2)c1
    0% | -4% | -6%
> COc1cccc(C(=O)/C=C/Nc2ccc(S(=O)(=O)Nc3cccc(C(C)=O)c3)cc2)c1
    -14% | -18% | -18%
> COc1cccc(NC(=O)COC(=O)C2CC(=O)N(c3ccc(C)cc3)C2)c1 (stereo unspecified)
    0% | -8% | x
> COc1c(OC)c2[nH]c(=O)cc3c4ccccc4n(c1=O)c23
    -5% | 11% | 3%
> Cc1nn2c(N)c(-c3ccccc3)cnc2c1-c1ccc(Cl)cc1
    -3% | -16% | 2%
> COc1ccc(OCCCN(C)Cc2ccccc2)cc1
    0% | 13% | -3%
> Clc1ccc(-c2c[n+](Cc3ccc(Cl)cc3Cl)c3n2CCCCC3)cc1
    -2% | -16% | 4%
> C/C(=N/NC(=O)CSc1nc2ccccc2n1C)c1ccncc1
    -8% | -12% | -2%
> C=CCn1c(SCC(N)=O)nc2scc(-c3ccc(C)o3)c2c1=O
    -25% | 8% | 3%
> c1ccc(C2[C@H]3CN(CC4CCCCC4)[C@H](c4ccccc4)C34CC2(c2ccccc2)C4)cc1 (stereo partly specified)
    23% | -5% | -13%&-15%
> O=C1c2ccccc2C(=O)c2c1ccc(O)c2O
    u | 7.9µM* | -15%&1%
> C/C(=N\NC(=O)C(=O)Nc1c(C)n(C)n(-c2ccccc2)c1=O)c1ccc(Cl)s1
    -2% | -8% | -4%
> CCOc1ccccc1N(CC(=O)N1CCCC1)S(C)(=O)=O
    -13% | 3% | 0%

# Next section:
# Values in the order: KAT2A inh | FEN1 inhibitor | N370S GC
> CN1CCN(c2nc(-c3ccccc3)ncc2S(C)(=O)=O)CC1
    25% | 1% | -1%
> COc1ccc(CN(CCC#N)CCC2(c3ccccc3)CC(C)N(C)CC2C)cc1OC (stereo unspecified)
    0% | -9% | 0%
> O=C1c2cccc3cccc(c23)C(=O)N1OS(=O)(=O)c1ccccc1
    4% | u | u
> COC(=O)c1cc(NC(=O)/C=C/c2ccc3c(c2)OCO3)cc(C(=O)OC)c1
    -10% | 8% | 5%
> CCOC(=O)c1cc2c(s1)-c1c(C)cccc1OC2
    -14% | -21% | u
> Cc1cc(C)cc(NC(=O)C2C3C=CC(O3)C2C(=O)O)c1 (stereo unspecified)
    u | 0% | 0%
> Cc1cc(Oc2ccc(-c3ccccc3)cc2)n2ncnc2n1
    -2% | 7% | -4%
> COc1ccc(CCN(C)C/C=C/c2ccccc2)cc1OC
    -5% | -8% | 2%
> CCOc1ccc(-c2cn3c(n2)sc2cc(C(=O)NCCc4ccc(OC)cc4OC)ccc23)cc1
    -4% | 11% | x
> COc1ccc(S(=O)(=O)N2CCOCC2)cc1NC(=O)CCCOc1ccc(Cl)cc1C
    -1% | 4% | x
> C/C(=N\NC(=O)COc1cccc(C)c1)c1ccc2ccccc2c1O
    -7% | 21% | 1%
> CCc1nn2c(=O)cc(COC(=O)CNC(=O)COc3ccc(C)cc3)nc2s1
    13% | 18% | x
> O=C(CNC(=O)c1ccco1)NCC(=O)OCc1ccccc1Br
    -1% | -4% | 10%
> COc1ccc2c(C)nc(Nc3nc(-c4ccccc4)cc(=O)[nH]3)nc2c1
    -1% | -19% | 22%
> CCc1ccc(/C=C2/Sc3ccccc3N(CC(=O)NCC3CCCO3)C2=O)cc1 (stereo unspecified)
    -18% | -2% | 22%
> CCN(CC)CCNC(=O)Cn1ncc2c3ccccc3n(Cc3ccc(Cl)cc3)c2c1=O
    -3% | -1% | x
> O=C(NCCc1ccccc1)c1sc2ncccc2c1-n1cccc1
    -1% | u | x
> CCC(=O)N1c2ccccc2CC1C(=O)NCCc1cc(OC)c(OC)c(OC)c1 (stereo unspecified)
    -2% | 11% | x
> COc1cccc(CNC(=O)C2CCN(S(=O)(=O)c3c(C)noc3/C=C/c3cccs3)CC2)c1
    0% | -6% | x
> COc1ccc(CCN2C(=O)C(Oc3ccccc3C)C2c2ccc3c(c2)OCO3)cc1OC (stereo unspecified)
    -5% | 10% | 4%
> COc1ccc(-c2noc(-c3cccs3)n2)cc1OC
    0% | -8% | 4%
> CCOc1ccc2nc(NC(=O)c3cc(=O)c4ccc(C)cc4o3)sc2c1
    0% | 4% | x
> COc1cccc(NC(=O)Cn2c(=O)oc3cc(S(=O)(=O)N4CCCCC4)ccc32)c1
    -15% | 3% | x
> COc1ccc(Nc2nc(-c3sc(C)nc3C)cs2)c(OC)c1
    -23% | -23% | -5%
> Cc1ccccc1Nc1c(-c2ccc(N3CCOCC3)cc2)nc2cccc(C)n12
    -15% | -20% | x
> CN1CCN(c2cc(=O)n(C3CCCCC3)c(=O)[nH]2)CC1
    1% | 5% | 0%
> COc1ccc(N(C)C(=O)C2CCN(S(=O)(=O)c3cccc4nsnc34)CC2)cc1
    -5% | 18% | 1%
> CCOc1ccc(NS(=O)(=O)c2ccc3[nH]c(=O)cc(C(=O)O)c3c2)cc1
    2% | 1% | 6%
> Nc1c(-c2ccccc2)c(CSc2nc3ccccc3[nH]2)nn1-c1ccc(Cl)cc1
    -14% | -13% | 13%
> Cc1ccc(SCc2cc(=O)n3[nH]cnc3n2)cc1
    4% | -1% | 4%

# Further structures
# Values in the order: KAT2A inh | FEN1 inhibitor | N370S GC
> CC(=O)c1cccc(NC(=O)Nc2ccc3c(c2)N(C)C(=O)CS3)c1
    -4% | u | -1%
> CCN1C(=O)CC(C(=O)Nc2ccc(F)cc2)SC1=Nc1cccc(OC)c1 (stereo unspecified)
    -3% | -13% | -18%
> COC(=O)c1cc(S(=O)(=O)NCC2CCN(Cc3ccc(F)cc3)CC2)c[nH]1
    -9%&-6% | 18%&5% | -8%
> O=C(Nc1cccc(C(F)(F)F)c1)c1cccnn1
    -6% | 7% | -20%
> Cc1nc(CCNC(=O)CC2C(=O)NCCN2Cc2ccccc2)nc2c1CCC2 (stereo unspecified)
    -5% | 0% | -10%
> CCOC(=O)C1CCN(C(=O)C2CCCCC2)CC1
    4% | 3% | 2%
> Cc1ccc(-n2[nH]c(C)c(C=NCc3ccncc3)c2=O)cc1
    -8% | -4% | -7%
> Nc1cc2nc[nH]c2cc1N
    -7% | -13% | -6%
> CCc1nnc(SCC(=O)Nc2cccc(C(F)(F)F)c2)c2cc3oc(C)cc3n12
    1% | 19% | x
> Cc1ccc(C(=O)N2CC(=O)Nc3ccc(F)cc3C2c2ccccc2)cc1[N+](=O)[O-] (stereo unspecified)
    -4% | 1% | 3%
> O=C(CSc1nnc(Cc2cc(=O)[nH]c(=O)[nH]2)n1-c1ccc(F)cc1)N1CCCCC1
    -1% | 18% | 21%
> COc1ccc(CC(=O)Nc2cc3oc4ccccc4c3cc2OC)cc1
    -13% | -6% | 21%
> COC(=O)c1c(C)[nH]c(C(=O)C(C)OC(=O)c2c(C)noc2C)c1C (stereo unspecified)
    -3% | -7% | x
> COC(=O)CN1C(=O)COc2ccc(S(=O)(=O)N3CCCC3)cc21
    -2% | -1% | -8%
> CCCCCCNC(=O)c1c(O)c2cccc3c2n(c1=O)CCC3
    -28% | -17% | 8%
> O=C(C1COc2ccccc2O1)N1CCN(c2ccccc2O)CC1 (stereo unspecified)
    1% | -8% | x
> CC(C)C[C@H]1CN=C(Nc2ccccc2)N1CCCC1CCCCC1
    -5% | -12% | -27%
> CCCCn1[nH]c(-c2ccccc2)cc1=O
    0% | -15% | 12%
> COc1cccc(OCc2cc(C(=O)N(C)C3CCOCC3)no2)c1
    -2% | 1% | 5%
> COc1cccc(-c2csc(NNC(=O)c3cccs3)n2)c1
    -3% | 3% | 25%
> c1ccc2cc(CCCc3cc4ccccc4cn3)ncc2c1
    u | -21% | x
> O=C(NCCN1CCCC1=O)C1CCC(=O)N(CCc2ccc(Cl)cc2)C1 (stereo unspecified)
    2% | 2% | -5%
> COc1cc(C(F)(F)F)c(C(=O)N(C)Cc2cc(Cl)cc(Cl)c2)cn1
    u | -17% | -21%
> CCOc1ccc(-c2nnc(-c3ccncc3)o2)cc1OCC
    -3% | 16% | -23%
> CCC(=O)Nc1ccc2c(c1)ncn2-c1ccccc1
    -15% | 2% | 2%
> N#Cc1nc(-c2ccc(COc3ccc(Cl)cc3)o2)oc1N1CCCCC1
    -9% | 14% | x
> NC(=O)CSc1nc2sc(-c3ccccc3)cc2c(=O)n1N
    -11% | 14% | 8%
> Cc1ccc(NC(=O)C2(C)Cc3ccccc3C(=O)O2)c(C)c1 (stereo unspecified)
    -4% | -5% | x
> CC(C)Oc1ccccc1-c1nc(SCC(=O)O)n[nH]1
    3% | -2% | -1%
> COc1cc(C(=O)Nc2ccc(Cl)c(C(F)(F)F)c2)cc(OC)c1OC
    -10% | -9% | 11%

# Entries above marked active in FEN1 inhibitor.
# Values in the order: KAT2A inh | FEN1 inhibitor | N370S GC
> O=C1c2ccccc2C(=O)c2c1ccc(O)c2O
    u | 7.9µM* | -15%&1%

# More results.
# Values in the order: KAT2A inh | FEN1 inhibitor | N370S GC
> CCOc1ccc(-n2c(=O)c3sccc3n(Cc3ccc(C)cc3)c2=O)cc1
    0% | 19% | 14%
> O=c1c2sc(-c3ccccc3)cc2nc2n1CCCCC2
    -11% | -1% | 22%
> Cc1nnc(SCc2cc(=O)c3cc(F)ccc3[nH]2)n1C
    2% | 1% | x
> Fc1ccc(NC(=S)NCCc2ccc(Cl)cc2)cc1
    1% | 1% | -3%
> Cc1nn(C)cc1C(C(=O)NC1CCCCC1)N(C(=O)Cn1nnc2ccccc21)c1ccc(F)cc1 (stereo unspecified)
    0% | -14% | -2%
> C=C(C)CN(CC)c1nc(N)c2c(N)nc3c(c2c1C#N)CC(=O)N3C12CC3CC(CC(C3)C1)C2
    0% | 2% | 3%
> O=C1C(c2ccc(F)cc2)N(CCc2ccc(Cl)cc2)C(=O)CN1C1CCCCC1 (stereo unspecified)
    11% | 3% | x
> CCn1nc(C)c(NC(=O)/C=C/c2cnn(C)c2)c1C
    -8% | 17% | -4%
> O=C(NCc1ccco1)C1CN(S(=O)(=O)c2ccccc2)CCN1S(=O)(=O)c1ccccc1 (stereo unspecified)
    -4% | -12% | -1%
> CCCOC(=O)C1[C@H]2C(=O)N(CCCOC)C[C@]23C=C[C@H]1O3 (stereo partly specified)
    -1% | 3% | -1%
> Cc1nc(N2CCOCC2)c2c(C)c(C(=O)Nc3ccccc3Cl)sc2n1
    2% | 44%[activator] | -3%
> Cc1cccc(OCCn2c(SCC(=O)O)nc3ccccc32)c1
    -8% | 16% | x
> COc1ccc(NC(=S)NNC(=O)c2ccc(S(=O)(=O)N3CCOCC3)cc2)cc1
    0% | -3% | -13%
> Cc1cccc2cc(C#N)c(SCC(=O)N3CCC(C)CC3)nc12
    -8% | -7% | u

# Only N370S GC and KAT2A inh (four entries from above):
molecule	N370S GC	KAT2A inh
COc1ccc(CC(=O)Nc2cc3oc4ccccc4c3cc2OC)cc1	21%	-13%
CCOc1c2ccc(C(=O)NCC34CC5CC(CC(C5)C3)C4)cc2nn1CC	4%	-19%
CCN1C(=O)CC(C(=O)Nc2ccc(F)cc2)SC1=Nc1cccc(OC)c1 (stereo unspecified)	-18%	-3%
NC(=O)CSc1nc2sc(-c3ccccc3)cc2c(=O)n1N	8%	-11%
